# High-throughput results deposited in PubChem by several laboratories.
# LAP4-GFP MLPCN = alters LAP4-GFP fluorescence in TOR pathway yeast screen; GFP response vs DMSO, % at 10 µM; hit rate 0.34% among 320,000; S. cerevisiae LAP4-GFP multiplex, flow cytometry GFP, 3 h; median GFP as percent of DMSO wells;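 active means GFP response vs DMSO above a set limit, about the screen mean plus 3 SD, cut at about 150% in these data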
# AHR act = human AHR activation. P35869. AHR-responsive luciferase reporter cells, luminescence. activation, % at 5 µM. hit rate 2.5% among 320,000. AID 2796; in the data active means activation above about 47%;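 further: 0% = vehicle wells and 100% = reference agonist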
# Target sequence (P35869 whole entry, looked up): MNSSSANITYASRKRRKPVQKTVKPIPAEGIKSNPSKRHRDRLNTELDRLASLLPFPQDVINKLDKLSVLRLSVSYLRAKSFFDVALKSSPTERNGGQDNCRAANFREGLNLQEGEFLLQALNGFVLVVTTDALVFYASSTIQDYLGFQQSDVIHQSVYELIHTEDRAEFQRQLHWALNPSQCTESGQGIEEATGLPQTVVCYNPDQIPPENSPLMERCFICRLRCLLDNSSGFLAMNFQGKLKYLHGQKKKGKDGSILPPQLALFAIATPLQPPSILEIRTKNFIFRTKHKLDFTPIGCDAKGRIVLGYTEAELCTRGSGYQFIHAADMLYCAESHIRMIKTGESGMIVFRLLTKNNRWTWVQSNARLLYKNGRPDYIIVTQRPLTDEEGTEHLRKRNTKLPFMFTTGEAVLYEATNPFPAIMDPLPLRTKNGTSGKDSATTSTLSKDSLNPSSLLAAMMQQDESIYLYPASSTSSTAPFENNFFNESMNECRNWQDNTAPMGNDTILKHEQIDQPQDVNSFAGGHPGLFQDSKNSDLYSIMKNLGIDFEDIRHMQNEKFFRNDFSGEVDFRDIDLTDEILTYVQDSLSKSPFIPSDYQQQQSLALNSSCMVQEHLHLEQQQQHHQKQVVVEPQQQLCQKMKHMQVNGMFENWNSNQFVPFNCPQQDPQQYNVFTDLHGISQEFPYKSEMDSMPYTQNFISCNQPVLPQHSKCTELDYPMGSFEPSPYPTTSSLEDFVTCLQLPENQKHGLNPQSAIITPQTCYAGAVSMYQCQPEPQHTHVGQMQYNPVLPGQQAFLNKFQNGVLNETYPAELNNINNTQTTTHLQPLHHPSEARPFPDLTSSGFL
# proCasp7 act = activates human procaspase-7, counter-screen for procaspase-3 activators; recombinant procaspase-7, Ac-DEVD-pNA absorbance 405 nm; D23A/D198A/D206A triple mutant, cannot self-cleave; scale: DMSO 0, 5 µM enzyme 100; hit rate 0.093% among 330,000; P55210; activation, % at 8.5 µM;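 active means percent activation above the screen-wide mean plus 3 SD, cut at about 25% in these data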
#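 buffer or medium = Zinc-free HEPES/NaCl buffer, pH 7.4 | material = Procaspase-7 triple mutant (PC-7 D3A) | input = 2 µM procaspase-7 mutant as dispensed | signal = Epi-absorbance of released pNA at 405 nm, two timepoints | timing = 1 h preincubation, 2 h reaction | replicates = singlicate compound testing | evaluation = % activation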
# RPL19A-GFP yeast = modulators of TOR pathway RPL19A-GFP in S. cerevisiae; S. cerevisiae RPL19A-GFP strain, flow cytometry, 3 h; stronger effect = lower value; percent response vs DMSO, % at 10 µM; hit rate 0.3% among 330,000; AID 2025;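 active means percent response vs DMSO below 50%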;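 further: median channel GFP fluorescence of the barcoded RPL19A-GFP strain; ratio of sample median GFP to plate DMSO average so 100% = DMSO; lower means less RPL19A-GFP as with rapamycin TOR inhibition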
# proCasp3 act = procaspase-3 (human) activation; hit rate 0.11% among 330,000; P42574; recombinant procaspase-3 D3A, Ac-DEVD-pNA absorbance 405 nm; activation, % at 8.5 µM; AID 463141;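 active means activation above the mean of all tested compounds plus 3 SD, cut at about 21% in these data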;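 further: 0% = DMSO alone and 100% = DMSO wells spiked with extra 5 µM PC-3 D3A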
#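 Assay system – Procaspase-3 D3A mutant · Benchmarks – DMSO low control, extra-enzyme high control · Technique – 405 nm absorbance of p-nitroaniline, reads at 0 and 120 min · Doses – 8.5 µM nominal · Measure – % activation between DMSO and enzyme-spiked controls · Also added – Ac-DEVD-pNA chromogenic peptide substrate · Schedule – 1 h compound preincubation, 2 h substrate hydrolysis at 25 °C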
# EBNA-1 inhibitor = blocks EBNA-1 binding to DNA; hit rate 0.34% among 300,000; inhibition, % at 14.8 µM; EBNA-1 DNA binding, fluorescence polarization; in the data active means inhibition above about 28%
# MEP2-GFP yeast = modulators of TOR pathway MEP2-GFP in S. cerevisiae; S. cerevisiae MEP2-GFP strain, flow cytometry GFP, 3 h; 100% = DMSO control level; GFP response vs DMSO, % at 10 µM; hit rate 0.51% among 330,000; AID 2016;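 active means GFP response versus DMSO above a set limit, roughly screen mean plus 3 SD, cut at about 180% in these data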;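 further: median GFP fluorescence of the barcode-gated MEP2-GFP cells per well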
# ZTA counter = blocks Epstein-Barr virus ZTA, an EBNA-1 counter-screen | P03206 | ZTA-DNA binding, fluorescence polarization | inhibition, % at 11 µM | hit rate 0.15% among 320,000 | AID 2234; in the data active means inhibition above about 33%
# The depositor's hits bear a star; . = no result given. Random draw from the library; overall some 3.8% were active at least once.
# Key to letters: A = LAP4-GFP MLPCN; B = AHR act; C = proCasp7 act; D = RPL19A-GFP yeast; E = proCasp3 act; F = EBNA-1 inhibitor; G = MEP2-GFP yeast; H = ZTA counter
CCCCn1c(N)c(N(CC(C)C)C(=O)C2CCC2)c(=O)[nH]c1=O
  A = 104.3	B = 1.0	C = -0.6	D = 103.7	E = 1.6	F = .	G = 101.0	H = -10.1

Cc1cc(C(=O)N2CCN(C/C=C/c3ccccc3)CC2)no1
  A = 101.0	B = -2.7	C = -3.7	D = .	E = 6.2	F = 6.2	G = 101.2	H = -16.9

C(=C\N1CCCCCC1)/c1nnnn1-c1ccc(-c2ccccc2)cc1
  A = 101.4	B = 2.1	C = 8.0	D = 104.3	E = 1.1	F = -6.0	G = 97.4	H = -8.2

CCN1CCN(CCNC(=O)CCCn2nc(C)c3c(C)n(-c4ccc(C)cc4)nc3c2=O)CC1
  A = 110.9	B = 0.0	C = -2.8	D = 106.8	E = 0.6	F = 15.1	G = 103.2	H = 4.0

O=S(=O)(Nc1ccc(-c2nc3cccnc3s2)cc1)c1cc(F)ccc1F
  A = 107.4	B = 38.0	C = 1.5	D = 92.8	E = 4.0	F = -2.8	G = 96.6	H = -9.3

CSc1cc(-c2ccc(Cl)cc2)[nH]c(=O)c1C#N
  A = 94.7	B = -0.8	C = -3.1	D = 102.3	E = -1.4	F = 2.3	G = 103.6	H = 2.6

CC(=O)N1CCc2c(sc3c2c(=O)n(-c2ccccc2)c(=O)n3CC(=O)NCC2CCCO2)C1 (stereo unspecified)
  A = 101.4	B = 12.5	C = -7.6	D = 101.7	E = 6.8	F = 4.3	G = 103.0	H = 4.1

COc1ccc(N(S(=O)(=O)c2ccccc2)S(=O)(=O)c2ccccc2)c(N)c1
  A = 109.3	B = 0.9	C = 3.2	D = 108.0	E = 2.5	F = -1.3	G = 107.1	H = -2.2

CN(Cc1ccco1)C(=O)C(Cc1ccccc1)NS(=O)(=O)c1ccc2c(c1)CCC(=O)N2 (stereo unspecified)
  A = 104.4	B = -0.4	C = 13.8	D = 107.4	E = 8.2	F = 6.0	G = 103.4	H = 2.2

O=C(CSc1nccn(-c2cccc(F)c2)c1=O)Nc1ccc(Cl)cc1F
  A = 135.6	B = 0.7	C = -15.7	D = 98.9	E = -1.2	F = 11.6	G = 99.1	H = 7.2

CCn1c(SCC(=O)N/N=C/c2ccccc2OCC(=O)O)nnc1-c1ccc(C(C)(C)C)cc1
  A = 111.4	B = 0.5	C = 17.3	D = 101.3	E = -3.2	F = 6.7	G = 108.2	H = 9.8

CSc1cccc(NC(=O)c2ccc(CN3CCc4ccccc4C3)cc2)c1
  A = 103.0	B = 2.8	C = 8.8	D = 99.3	E = 3.1	F = -7.2	G = 101.5	H = 12.7

COC(=O)C1CCN(C(=O)c2ccc3nc(-c4cccc(OC)c4)oc3c2)CC1
  A = 114.3	B = 9.7	C = 0.5	D = 100.0	E = 0.2	F = 3.2	G = 105.5	H = -0.5

CC1(C)S[C@@H]2[C@H](NC(=O)C(C(=O)O)c3ccccc3)C(=O)N2[C@H]1C(=O)O (stereo partly specified)
  A = 95.7	B = -2.0	C = -4.6	D = 110.5	E = 0.5	F = .	G = 107.9	H = .

Cc1ccc(C(=O)N/C(=C\c2ccco2)C(=O)NCc2cccnc2)cc1
  A = 93.3	B = 6.1	C = -7.3	D = 97.8	E = -0.9	F = 2.0	G = 96.9	H = -6.0

CCOC(=O)c1nc(Nc2ccccc2CC)c2ccccc2n1
  A = 95.5	B = 0.4	C = 4.0	D = 100.9	E = 5.9	F = -2.9	G = 102.6	H = 2.1

CCCOC(=O)c1ccc(NC(=O)c2cnccn2)cc1
  A = 109.5	B = 1.3	C = 0.1	D = 100.1	E = 3.9	F = 7.6	G = 108.1	H = -1.7

COc1ccc(OC)c(CCNC(=O)Cn2sc3nc(C)cc(C)c3c2=O)c1
  A = 113.5	B = 4.6	C = -24.6	D = 101.8	E = -31.2	F = 2.1	G = 109.8	H = 5.3

Cn1ccc(/C=N/N=C2/NC(=O)CS2)n1
  A = 103.7	B = 2.6	C = 4.4	D = 91.8	E = -12.2	F = -10.7	G = 84.9	H = 1.7

COc1ccc(CCNC(=O)c2cc(-c3ccc(Cl)c(Cl)c3)oc2C)cc1
  A = 103.0	B = 0.1	C = 4.6	D = 109.7	E = -4.7	F = -1.9	G = 103.2	H = -5.8

CN(C)/C=C(\C(=O)c1ccccc1)c1nnnn1-c1ccc(F)cc1
  A = 99.9	B = 2.0	C = 2.7	D = 95.7	E = 3.0	F = -6.1	G = 95.2	H = -4.0

COc1ccc(OC)c(-c2cc(C(=O)N3CCOCC3)no2)c1
  A = 98.2	B = 17.6	C = 1.8	D = 101.1	E = 0.1	F = -14.1	G = 107.0	H = -3.9

CCCC(=O)N1CCN(c2ccc(NC(=O)c3cc4ccccc4o3)cc2Cl)CC1
  A = 90.3	B = -6.5	C = 2.4	D = 90.3	E = -0.9	F = -7.3	G = 88.4	H = 3.7

COc1ccc(CCNC(=O)c2oc3ccc(S(=O)(=O)N4CCOCC4)cc3c2C)cc1OC
  A = 101.5	B = 3.9	C = 4.7	D = 98.9	E = -9.4	F = -11.2	G = 103.8	H = -8.8

C/C(=N\Nc1ccc(F)cc1F)c1ccc(Br)s1
  A = 91.6	B = 54.4*	C = 3.5	D = 97.9	E = -2.9	F = -3.6	G = 102.8	H = -6.0

Cc1cc2c(c(SCC(=O)NCc3ccccc3Cl)n1)C(=O)OC2
  A = 102.6	B = 3.2	C = 8.8	D = 104.6	E = 8.8	F = -3.8	G = 98.1	H = 8.9

CCCCC1=CC2=CC(=O)C(C)(OC(=O)CCC(=O)OC)C(=O)C2=CO1 (stereo unspecified)
  A = 100.3	B = 2.0	C = -0.3	D = 99.2	E = -2.2	F = 0.5	G = 104.1	H = 7.7

C[C@@H](C(=O)OCC(=O)NCCc1ccc(S(N)(=O)=O)cc1)N1C(=O)C2CCCCC2C1=O (stereo partly specified)
  A = 102.1	B = 0.7	C = 6.2	D = 100.3	E = 6.6	F = 4.6	G = 98.9	H = 3.4

Cc1ccc(/C=C(\NC(=O)c2ccccc2)C(=O)OCc2ccccc2)cc1
  A = 84.2	B = 12.6	C = -2.0	D = 96.5	E = 5.5	F = -8.2	G = 93.7	H = -15.7

CCCn1nnnc1SCC(=O)c1ccc(NC(C)=O)cc1
  A = 89.5	B = 2.1	C = -1.8	D = 98.6	E = 1.6	F = -3.7	G = 93.4	H = -5.5

COc1cccc(CNc2ccc(S(=O)(=O)N3CCN(C)CC3)cn2)c1
  A = 105.0	B = -0.5	C = 12.7	D = 92.5	E = 4.8	F = .	G = 93.4	H = 7.3

COc1ccc(Br)cc1/C=C\C(=O)NCc1cccnc1
  A = 96.2	B = 19.3	C = 0.5	D = 97.5	E = -3.4	F = 5.7	G = 99.1	H = 9.5

# Eleven neighbouring records from above, for reference:
# Key to letters: A = LAP4-GFP MLPCN; B = AHR act; C = proCasp7 act; D = RPL19A-GFP yeast; E = proCasp3 act; F = EBNA-1 inhibitor; G = MEP2-GFP yeast; H = ZTA counter
CCCCn1c(N)c(N(CC(C)C)C(=O)C2CCC2)c(=O)[nH]c1=O
  A = 104.3	B = 1.0	C = -0.6	D = 103.7	E = 1.6	F = .	G = 101.0	H = -10.1

Cc1cc(C(=O)N2CCN(C/C=C/c3ccccc3)CC2)no1
  A = 101.0	B = -2.7	C = -3.7	D = .	E = 6.2	F = 6.2	G = 101.2	H = -16.9

C(=C\N1CCCCCC1)/c1nnnn1-c1ccc(-c2ccccc2)cc1
  A = 101.4	B = 2.1	C = 8.0	D = 104.3	E = 1.1	F = -6.0	G = 97.4	H = -8.2

CCN1CCN(CCNC(=O)CCCn2nc(C)c3c(C)n(-c4ccc(C)cc4)nc3c2=O)CC1
  A = 110.9	B = 0.0	C = -2.8	D = 106.8	E = 0.6	F = 15.1	G = 103.2	H = 4.0

O=S(=O)(Nc1ccc(-c2nc3cccnc3s2)cc1)c1cc(F)ccc1F
  A = 107.4	B = 38.0	C = 1.5	D = 92.8	E = 4.0	F = -2.8	G = 96.6	H = -9.3

CSc1cc(-c2ccc(Cl)cc2)[nH]c(=O)c1C#N
  A = 94.7	B = -0.8	C = -3.1	D = 102.3	E = -1.4	F = 2.3	G = 103.6	H = 2.6

CC(=O)N1CCc2c(sc3c2c(=O)n(-c2ccccc2)c(=O)n3CC(=O)NCC2CCCO2)C1 (stereo unspecified)
  A = 101.4	B = 12.5	C = -7.6	D = 101.7	E = 6.8	F = 4.3	G = 103.0	H = 4.1

COc1ccc(N(S(=O)(=O)c2ccccc2)S(=O)(=O)c2ccccc2)c(N)c1
  A = 109.3	B = 0.9	C = 3.2	D = 108.0	E = 2.5	F = -1.3	G = 107.1	H = -2.2

CN(Cc1ccco1)C(=O)C(Cc1ccccc1)NS(=O)(=O)c1ccc2c(c1)CCC(=O)N2 (stereo unspecified)
  A = 104.4	B = -0.4	C = 13.8	D = 107.4	E = 8.2	F = 6.0	G = 103.4	H = 2.2

O=C(CSc1nccn(-c2cccc(F)c2)c1=O)Nc1ccc(Cl)cc1F
  A = 135.6	B = 0.7	C = -15.7	D = 98.9	E = -1.2	F = 11.6	G = 99.1	H = 7.2

CCn1c(SCC(=O)N/N=C/c2ccccc2OCC(=O)O)nnc1-c1ccc(C(C)(C)C)cc1
  A = 111.4	B = 0.5	C = 17.3	D = 101.3	E = -3.2	F = 6.7	G = 108.2	H = 9.8
